Screening results: PubChem BioAssay, several laboratories
GPR7 antag = human neuropeptides B/W receptor 1 antagonism | P48145 | GPR7-expressing cells, fluorescence antagonist assay | inhibition, % at 4.4 µM | hit rate 1.1% among 290,000 | AID 1861; in the data active = inhibition above about 16%, passing the limit was not always enough;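 note: cells stimulated with the agonist NPW; 0% = agonist with vehicle and 100% = vehicle without agonist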
Target sequence (P48145 whole entry, looked up): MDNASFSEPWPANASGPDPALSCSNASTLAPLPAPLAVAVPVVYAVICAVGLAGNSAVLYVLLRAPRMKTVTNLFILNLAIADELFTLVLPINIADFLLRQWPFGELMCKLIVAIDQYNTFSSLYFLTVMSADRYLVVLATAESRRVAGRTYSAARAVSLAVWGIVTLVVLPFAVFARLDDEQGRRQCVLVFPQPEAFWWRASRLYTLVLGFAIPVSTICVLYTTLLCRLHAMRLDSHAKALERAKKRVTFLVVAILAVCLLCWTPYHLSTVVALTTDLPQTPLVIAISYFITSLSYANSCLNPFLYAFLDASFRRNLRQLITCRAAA
GalR3 antag = human GalR3 antagonism; inhibition, % at 3 µM; O60755; hit rate 0.44% among 360,000; AID 651719; HEK293 GalR3-CNG cAMP membrane potential fluorescence; galR3 body fused to GalR1 C-terminus;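 active = inhibition above the screen-wide average plus 3 SD, cut at about 13% in these data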;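 note: forskolin and galanin both at EC90 stimulate the cells; cAMP rise reported by CNG channel membrane potential dye signal; 0% = forskolin plus galanin with DMSO and 100% = forskolin alone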
Target sequence (O60755 1-299 limits assumed): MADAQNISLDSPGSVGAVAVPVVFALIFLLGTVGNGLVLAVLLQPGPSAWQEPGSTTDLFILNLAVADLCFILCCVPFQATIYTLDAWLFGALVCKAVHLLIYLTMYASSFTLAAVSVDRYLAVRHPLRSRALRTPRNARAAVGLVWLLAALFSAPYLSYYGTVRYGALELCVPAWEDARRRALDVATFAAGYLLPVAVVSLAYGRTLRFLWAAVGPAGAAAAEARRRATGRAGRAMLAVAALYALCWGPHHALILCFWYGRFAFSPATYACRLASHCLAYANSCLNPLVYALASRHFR
OXTR agonist = activates the human oxytocin receptor; CHO-OTR cells, Fluo-8 calcium fluorescence; normalized: DMSO 0%, oxytocin 100%; hit rate 0.32% among 320,000; activation, % at 3 µM; P30559;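 active = activation above the mean of all tested compounds plus 3 SD, cutoff set per screening run, cut at about 20% in these data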;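 note: peak over basal fluorescence ratio from a 100 s FLIPR kinetic read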
NALP1 inh = blocks the NALP1 inflammasome reconstituted in yeast. S. cerevisiae NALP1/ASC/caspase-1 growth, X-gal OD620, 72 h. inhibition, % at 10 µM. hit rate 0.61% among 280,000. AID 2071; in the data active = inhibition mostly above about 24%, no sharp cut-off; inactive = mostly below about 32%; note: some compounds called inactive have numbers as strong as hits
V1R ag counter = activates human V1a receptor in oxytocin agonist counter-screen; CHO-V1R cells, Fluo-8 calcium fluorescence, agonist mode; 0% DMSO, 100% 3 nM vasopressin; P37288; activation, % at 3 µM; hit rate 0.25% among 320,000;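 active = activation above the mean activation of all tested compounds plus 3 SD, per screening run, cut at about 20% in these data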;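 note: signal is peak over basal fluorescence ratio across a 100 second FLIPR read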
Target sequence (P37288 whole entry, looked up): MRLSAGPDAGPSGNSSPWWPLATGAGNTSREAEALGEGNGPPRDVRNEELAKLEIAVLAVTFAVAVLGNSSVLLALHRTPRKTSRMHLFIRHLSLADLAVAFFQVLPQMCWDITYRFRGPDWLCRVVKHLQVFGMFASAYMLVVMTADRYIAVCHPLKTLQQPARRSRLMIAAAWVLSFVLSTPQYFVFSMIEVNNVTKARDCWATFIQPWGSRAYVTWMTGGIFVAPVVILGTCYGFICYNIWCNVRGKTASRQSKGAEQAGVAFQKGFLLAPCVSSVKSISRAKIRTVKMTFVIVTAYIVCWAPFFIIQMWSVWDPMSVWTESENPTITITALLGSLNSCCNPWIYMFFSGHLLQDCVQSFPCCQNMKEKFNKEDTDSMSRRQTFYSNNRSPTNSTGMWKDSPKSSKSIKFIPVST
MEKK2mut PB1 HTS = signal of MEK5 binding to mutant human MEKK2 PB1 domain. bead flow cytometry, Alexa488-MEK5 binding to MEKK2 mutant. percent response, % at 10 µM. hit rate 0.35% among 290,000; in the data active = percent response above about 24%, passing the limit was not always enough; note: inactives centre near 1; some results filed as inactive read as strong as hits
OXTR potentiator = potentiates the human oxytocin receptor response; activation, % at 3 µM; P30559; CHO-OTR cells, Fluo-8 calcium fluorescence, potentiator mode; 0% = oxytocin EC15, 100% = EC100; hit rate 0.061% among 320,000;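 active = activation above that plate's cutoff, the mean activation of tested compounds plus 3 SD, cut at about 6.6% in these data, passing the limit was not always enough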;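 note: 100% uses oxytocin at 75 nM as the full agonist control; some results filed as inactive read as strong as hits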
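System: human OTR in CHO cells / Also added: sub-maximal oxytocin, roughly EC15 / Control set: EC15 oxytocin low, 75 nM oxytocin high / Schedule: 6 min compound pre-incubation at room temperature, 100 s kinetic read / Compound: single-point 3.0 µM / Replication: singlicate / Technique: Fluo-8 calcium dye fluorescence / Read-out basis: % activation of max/min ratio relative to oxytocin controls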
M18AAP inhibitor = PfM18AAP enzyme inhibition. recombinant PfM18AAP, H-Glu-NHMec fluorogenic cleavage. inhibition, % at 7.35 µM. hit rate 1.2% among 290,000;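 active = inhibition above the campaign mean inhibition over all tested compounds plus 3 SD, cut at about 28% in these data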;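 note: 0% = plate median of test compound wells and 100% = 2 mM ZnCl2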
MEKK2wt PB1 HTS = raises or lowers MEK5 binding to wildtype human MEKK2 PB1 domain; Q9Y2U5; hit rate 1.1% among 290,000; bead flow cytometry, Alexa488-MEK5 binding to MEKK2 WT; actives lie on both sides; binding response (% of control), % at 10 µM; in the data active = binding response below about 67% or above about 130%
Numbers without * were called inactive; / = not tested or not shown; & = joins results of further samples; [ ] = dose if it differs, or a comment.

SMILES	GPR7 antag	GalR3 antag	OXTR agonist	NALP1 inh	V1R ag counter	MEKK2mut PB1 HTS	OXTR potentiator	M18AAP inhibitor	MEKK2wt PB1 HTS
CN(CCCNC(=O)c1cc2c(Cl)nc3ccccc3c2s1)Cc1ccccc1	5	-6	5.7	20	1.8	44	-6	5	193*
O=C(c1cc(COc2cccc(C(F)(F)F)c2)on1)N1C[C@H]2CC[C@H]1C2	-4	-3	1.0	6	3.9	10	-9	3	108
COC(=O)c1ccc(CNC(=O)CSc2nc3ccccc3[nH]2)cc1	-14	-8	-1.1	-20	0.8	3	0	5	104
COc1cccc(OC)c1-c1nnc(-c2cn(C)c3ccccc23)o1	-4	1	-1.6	3	1.4	2	-11	-5	102
COc1cccc(CN(C)C(=O)C(Cc2ccccc2)NC(=O)c2ccccc2)c1OC (configuration not stated)	/	2	-1.6	/	-0.3	/	1	/	/
O=C(CCn1c(=O)oc2ccccc21)NCc1ccc2c(c1)OCO2	-2	/	-0.2	/	0.6	8	-5	-9	110
COc1ccc(C(=O)NC(C)c2ccc(-n3ccnc3)cc2)c(OC)c1OC (configuration not stated)	11	-2	0.0	12	3.8	2	-11	-5	106
Cc1cc(C)c(C#N)c(SCC(=O)N2CCN(Cc3ccccc3)CC2)n1	-3	-2	-0.3	16	0.3	-8	-13	-4	102
COc1ccc(CN2CCN(C(=O)c3ccc4nc(N5CCOCC5)sc4c3)CC2)c(OC)c1OC	-6	2	-0.6	10	1.5	-8	-15	0	95
COc1ccc(N2CCN(c3ccc(C(N)=O)cc3[N+](=O)[O-])CC2)cc1	-3	1	5.0	10	7.5	0	-9	7	100
COc1ccc(CN(C)Cc2nc(Cc3ccccc3Cl)no2)cc1OC	-10	-2	5.3	11	3.7	1	-6	2	98
CCc1cc2c3c(c(=O)oc2cc1OC)CCCC3	-24	-2	-2.2	5	-1.4	5	-9	7	98
O=C(CSc1nnc(-c2ccc(O)cc2)o1)NNC(=O)c1ccncc1	4	-7	0.2	0	0.5	-9	-9	17	94
CCOc1ccc(NC(=O)[C@H](Cc2ccccc2)NC(=O)C2CCNCC2)cc1	3	0	-0.7	19	-0.8	3	-6	2	103
O=C(CCCSc1nc2ccccc2[nH]1)NCc1ccc(Cl)cc1	8	-6	-0.1	20	2.3	0	-2	-4	101
CCOC(=O)C1CCN(c2c(Nc3cc(C)cc(C)c3)c(=O)c2=O)CC1	-3	-8	1.1	/	1.6	-16	-4	-6	91
COc1cc(O)c(C(CCN2CCOCC2)c2ccc(N(C)C)cc2)c(OC)c1 (configuration not stated)	/	-2	2.6	8	0.2	10	-5	/	90
COc1ccc2[nH]c(=O)c(CN(Cc3ccco3)Cc3nnnn3Cc3ccccc3)cc2c1	-11	-3	0.1	26	-0.5	0	1	7	99
CC(/C=N/NC(=O)c1cc(-c2ccc3ccccc3c2)n[nH]1)=C\c1ccco1	-10	-1	-0.9	27	0.1	-1	-9	7	95
Cc1cccc(NC(=O)CCc2c(C)nn(-c3ccc(N4CCOCC4)nn3)c2C)c1	2	-10	0.9	-3	3.7	4	-2	-12	101
COc1ccc(-n2c(N)cc(=O)nc2SCC(=O)N2CCN(c3ccccc3)CC2)cc1	-18	-1	0.3	28	0.6	2	-5	7	100
O=C(COC(=O)/C(=C/c1cccs1)c1cccs1)NCc1ccccc1Cl	9	-7	-1.3	22	0.2	0	-15	1	106
Cc1ccc(-n2nc3c(SCCN4CCOCC4)nnc(C)c3c2C)cc1	1	-12	-2.3	20	-0.6	0	-1	-3	105
COc1ccc(C(C(=O)NC2CCCCC2)N(C(=O)c2csnn2)C2CC2)cc1 (configuration not stated)	-11	-6	-0.3	0	-0.2	0	-2	3	99
COc1cc(/C=C2\SC(N)=NC2=O)cc(OC)c1	-14	-5	/	3	/	-4	/	4	93
C/C=C/C(=O)OCC(=O)Nc1c(Cl)cccc1Cl	-2	-5	0.8	-8	-0.2	-6	-2	-6	93
COCc1ccc(O)c2ncccc12	-6	-1	0.3	5	0.5	4	-21	20	102
COc1ccc(Br)cc1/C=C/C(=O)NC(=S)Nc1ccc(CN2CCOCC2)cc1	-10	0	4.4	3	0.3	5	-8	3	112
CN(C)c1ccc(C2(O)C(=O)c3ccccc3C2=O)cc1	13	-11	0.9	42	0.9	-4	-4	11	85
Cc1cc2ncc(C(=O)Nc3ccccc3)c(C)n2n1	-15	-5	0.8	-2	0.1	-7	2	-3	95
COCCCNC(=O)c1c(N)n(/N=C/c2cccs2)c2nc3ccccc3nc12	-5	1	2.3	6	0.1	-3	-4	-1	88
CC(C)(C)N(Cc1ccccc1)C(=O)COC(=O)C1CCN(c2ccc(C(F)(F)F)cn2)CC1	/	-7	0.5	/	1.3	/	-6	/	/
Cc1ccc2c(c1)/C(=N/N1C(=O)c3ccccc3C1=O)C(=O)N2	-4	0	0.8	39	-0.7	1	-1	-1	106
CCN(CC)CCNC(=O)c1ccc(NC(=O)c2ccc(F)cc2)cc1	-7	-6	0.1	18	0.1	-5	1	-4	98
COc1ccc(CCn2c(=O)[nH]c3cc(C(=O)N4CCN(c5ccccn5)CC4)ccc3c2=O)cc1OC	-24	-3	0.0	3	-0.4	2	-2	2	105
COc1ccc(-c2cc(C(=O)OC(C)C(=O)Nc3c(C)n(C)n(-c4ccccc4)c3=O)c3ccccc3n2)cc1 (configuration not stated)	0	-5	1.8	28	1.1	6	-6	1	87
COc1ccc(-c2cc(C(F)(F)F)nc(S(C)(=O)=O)n2)cc1OC	7	21*	-2.5	19	-1.0	-1	-11	-11	106
COc1cc2ccccc2cc1C(=O)N1CCN(c2ccccn2)CC1	3	-11	0.8	30	3.6	4	3	-6	98
O=C(CN1CCN(c2cccc(Cl)c2)CC1)Nc1nccs1	16	-2	0.4	-14	2.0	2	-11	1	97
COc1cc(CN2CCNC(=O)C2CC(=O)N(C)Cc2ncc[nH]2)cc(OC)c1 (configuration not stated)	-19	-4	-0.2	-7	1.0	-9	2	-11	87
Cc1cc(NC(=O)C2CCCCC2C(=O)O)no1 (configuration not stated)	-7	-2	1.6	23	0.7	2	-6	-7	106
CC(=O)N1c2ccc(S(=O)(=O)N3CCC(C(=O)Nc4cccc(Cl)c4)CC3)cc2CC1C (configuration not stated)	31*	-3	7.5	8	8.5	1	-13	1	101
Cc1ccc(C(=O)N/N=C\c2cccc(OC(=O)c3cccc(F)c3)c2)cn1	21	-12	-0.4	20	2.5	5	-9	2	104
CC1CN(C(=O)c2ccccc2Sc2ccccc2C#N)CC(C)O1 (configuration not stated)	0	-2	1.6	-1	0.0	5	-9	1	112
O=c1[nH]c(/C=C\c2cccs2)nc(O)c1[N+](=O)[O-]	-4	-6	0.6	5	1.9	-4	7	1	102
CCc1ccc(C(=O)/C=C/Nc2ccc(S(=O)(=O)Nc3cnc4ccccc4n3)cc2)cc1	-15	-4&5	-0.6	/	1.0	-16	-4	-16	89
Cc1cc(Cl)c(S(=O)(=O)Nc2ccc(Cl)cn2)cc1OCC(N)=O	-15	-5	0.9	5	0.3	6	0	-1	105
CCCS(=O)(=O)Nc1ccc(-c2ccc3nnc(C)n3n2)cc1	-6	/	/	17	/	7	/	5	108
COc1cc(OC)cc(-c2c(-c3cccs3)c3cc(-c4ccc(SC)cc4)ccc3n2C)c1	/	-1	-0.1	/	0.9	/	-6	/	/
CC1CC(C)(C)N(C(=O)CN2C(=O)CCC2=O)c2ccccc21 (configuration not stated)	-15	-7	-0.6	-6	-0.8	-1	-5	-5	96
COc1nc(Nc2nc3ccccc3c(=O)[nH]2)nc2ccc(C)cc12	-4	-1	-1.4	/	0.6	-4	-2	-5	94
CCOc1cc(OCC)cc(C(=O)Nc2cccc(C(C)=O)c2)c1	-11	-2	-2.1	14	1.7	5	-4	-1	109
CCCn1c(-c2cccs2)nc2ccccc21	-6	-5	-2.4	32	-0.7	0	-9	1	97
CN(C)CCCN1C(=O)C(O)=C(C(=O)c2cccs2)C1c1cccc([N+](=O)[O-])c1 (configuration not stated)	-1	/	1.0	0	0.9	-84	0	5	1.0*[inhibitor]
CCc1ccc2nc(N(CCCN(C)C)C(=O)c3ccc4c(c3)OCCO4)sc2c1	22*	-4	5.3	11	2.1	3	-12	-1	116
COc1ccc(C(=O)CC(=O)c2ccccc2)cc1	/	1	-1.6	/	0.1	/	-1	/	/
Cn1nc(NC(=O)C(C)(C)C)c2c(F)cccc21	7	-4	-0.8	46	0.7	-4	4	-1	96
CC(C(=O)NCCN1CCOCC1)(c1ccccc1)c1ccccc1	-6	-9	0.4	-7	0.2	2	0	0	99
O=[N+]([O-])c1cccc(/C=N/n2cnnc2)c1	-8	3	-0.4	10	1.8	-2	1	0	98
CCCC(C(=O)NC1CCCC1)N(Cc1ccccc1Cl)C(=O)c1snc(C(N)=O)c1N (configuration not stated)	-4	-11	-2.1	8	-0.7	1	1	6	94
(listing goes on)
SMILES	GPR7 antag	GalR3 antag	OXTR agonist	NALP1 inh	V1R ag counter	MEKK2mut PB1 HTS	OXTR potentiator	M18AAP inhibitor	MEKK2wt PB1 HTS
Cc1ccc(S(=O)(=O)N(C)C)cc1NC(=O)COc1cccc(-n2cnnn2)c1	/	-6	1.0	/	0.7	/	-3	/	/
O=C(c1ccccn1)c1cc2ccccc2n1S(=O)(=O)c1ccccc1	-14	-7	-2.8	8	-0.9	4	3	2	103
O=C(c1ccco1)N1CCN(Cc2cc(=O)c(OCc3ccccc3)co2)CC1	/	-3	0.5	/	1.7	/	-7	/	/
O=C(COC(=O)C1CCCCC1)Nc1cc([N+](=O)[O-])ccc1F	-7	-8	-1.5	-1	6.0	-5	-4	-11	97
O=C1C2C3c4ccccc4C(c4ccccc43)C2C(=O)N1CN1CCOCC1 (configuration not stated)	1	-1	-0.6	7	0.6	4	0	-8	105
Cc1nc2nc(C)c(NS(=O)(=O)c3ccc(Cl)s3)c(=O)n2[nH]1	18	-7	-0.3	7	-0.5	-3	-10	2	99
CCCCN(C)C(=O)CCC(=O)NNc1nc2ccccc2c2nc(C)nn12	-4	2	-1.8	14	-0.9	-1	2	15	99
CC(c1nnc(SCC(=O)Nc2ccc3[nH]c(=O)[nH]c3c2)n1Cc1ccccc1)N(C)C (configuration not stated)	-6	-2	-0.1	18	0.1	-5	-6	6	98
COC(=O)c1cn(CC(=O)N2C(C)CCCC2C)c2ccccc12 (configuration not stated)	3	-5	1.3	7	-0.9	4	-13	-5	99
CCOC(=O)Cc1csc(NC(=O)c2cc(C)cc(C)c2)n1	-7	-5	-3.3	10	-1.1	0	2	-2	98

4 structures out of the list, sorted by molar mass, falling.
SMILES	GPR7 antag	GalR3 antag	OXTR agonist	NALP1 inh	V1R ag counter	MEKK2mut PB1 HTS	OXTR potentiator	M18AAP inhibitor	MEKK2wt PB1 HTS
CC(c1nnc(SCC(=O)Nc2ccc3[nH]c(=O)[nH]c3c2)n1Cc1ccccc1)N(C)C (configuration not stated)	-6	-2	-0.1	18	0.1	-5	-6	6	98
O=C(c1ccco1)N1CCN(Cc2cc(=O)c(OCc3ccccc3)co2)CC1	/	-3	0.5	/	1.7	/	-7	/	/
CCCCN(C)C(=O)CCC(=O)NNc1nc2ccccc2c2nc(C)nn12	-4	2	-1.8	14	-0.9	-1	2	15	99
O=C1C2C3c4ccccc4C(c4ccccc43)C2C(=O)N1CN1CCOCC1 (configuration not stated)	1	-1	-0.6	7	0.6	4	0	-8	105
